From PubChem BioAssay
p53null 39C tox = qHTS Screen for Compounds that Selectively Target Cancer Cells with p53 Mutations: Cytotoxicity of p53 Null Cells at the Nonpermissive Temperature | H1299 p53-null (neo) cells, 39C, ATPlite viability, 24 h | Potency, µM (top dose mostly 46.1 µM), for the others: at the highest dose activity, negative = cell killing, most hits filed as cytotoxic | 55,000 tested, 0.97% active;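 also: potency is read from the fitted curve at half-maximal effect; 0% = DMSO only and -100% = full killing by 100 µM tamoxifen; nearly all actives have a fitted effect of over 50% in size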
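Cells seeded at 600/well, 37C overnight. Compound added (up to 46 uM), plates shifted to 39C for 24 hr. ATPlite added, luminescence read after 20 min at room temperature.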
PTAP-TSG101 blk = qHTS Validation Assay for Inhibitors of HIV-1 Budding by Blocking the Interaction of PTAP/TSG101: Sytravon Library Screen; Tumor susceptibility gene 101 protein (Homo sapiens), Q99816; Fluorescence polarization, FITC-PTAP peptide/Tsg101, 20 min; Potency, µM (doses to about 115 µM), without a hit: at the highest dose activity change, negative = inhibition, actives largely listed as inhibitors; 44,000 tested, under 10 active; also: potency is read from the fitted curve at half-maximal effect; 0% is about no effect
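qHTS FP binding, 20 min r.t.: 10 uM Tsg101 domain + 50 nM FITC-PTAP peptide, pH 7.5 HEPES buffer with TCEP and EDTA.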
GALK inhibitor = qHTS Assay for Inhibitors of Human Galactokinase (GALK): NCGC Sytravon Library Screen; P51570; recombinant GALK, Kinase-Glo ATP luminescence, 1 h; Potency, µM (top dose mostly 57.5 µM), inactives show at the highest dose activity, negative = inhibition, hits mostly inhibitors; 44,000 tested, under 10 active;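 also: plate controls were full GALK reaction for no effect and reaction lacking GALK for full effect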
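Compounds were pinned into ATP buffer, then GALK-galactose mix was added (final 5 nM enzyme, 35 uM ATP, 100 uM galactose, pH 8.0). After 1 h at room temperature, Kinase-Glo Plus was added and luminescence read.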
NTMT1 inhibitor = Primary qHTS for Inhibitors of N-terminal methyltransferase 1 (NTMT1): MTaseGlo Assay | N-terminal Xaa-Pro-Lys N-methyltransferase 1 (Homo sapiens), Q9BV86 | NTMT1 MTase-Glo SAH luminescence, purified enzyme | Potency, µM (series often up to 114 µM), for inactives: at the top dose activity change, negative = inhibition, usual class: inhibitors | 59,000 tested, 2.5% active;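 also: potency is read from the fitted curve at half-maximal effect; plate controls were DMSO vehicle for no effect and no enzyme for full effect; nearly all actives have a fitted effect of over 65% in size; many of its hits are not listed in these tables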
p53null 32C tox = qHTS Screen for Compounds that Selectively Target Cancer Cells with p53 Mutations: Cytotoxicity of p53 Null Cells at the Permissive Temperature; H1299-neo p53 null cells, ATP luminescence, 24 h, 32C; Potency, µM (top dose mostly 46.1 µM), for inactives: at the highest dose activity change, negative = cytotoxicity, usual class: cytotoxic; 55,000 tested, 0.62% active;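 also: potency is read from the fitted curve at half-maximal effect; 0% = DMSO only and -100% = full killing by 100 µM tamoxifen; nearly all actives have a fitted effect of over 55% in size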
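H1299-neo, 600 cells/well; overnight 37C; cpd up to 46 uM, 24 h at 32C; ATPlite luminescence after 20 min RT; normalized to DMSO (0%) and tamoxifen 100 uM (100% kill); Hill-fit AC50.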
FH mod = Identification of activators of human fumarate hydratase by quantitative high-throughput screening; Fumarate hydratase, mitochondrial (Homo sapiens), P07954; FH coupled MDH/diaphorase resazurin fluorescence, 15 min; 54,000 tested, 0.22% active; Potency, µM (top dose mostly 79.9 µM), inactives show at the top dose activity change, negative = inhibition, hits mostly inhibitors; AID 1347055, 2019; also: potency is read from the fitted curve at half-maximal effect; % is scaled to controls: 0 for no effect and ±100 for the full control effect; the screen sought activators but most active calls are inhibition curves; nearly all actives have a fitted effect of over 45% in size
Target sequence (P07954 whole entry, looked up): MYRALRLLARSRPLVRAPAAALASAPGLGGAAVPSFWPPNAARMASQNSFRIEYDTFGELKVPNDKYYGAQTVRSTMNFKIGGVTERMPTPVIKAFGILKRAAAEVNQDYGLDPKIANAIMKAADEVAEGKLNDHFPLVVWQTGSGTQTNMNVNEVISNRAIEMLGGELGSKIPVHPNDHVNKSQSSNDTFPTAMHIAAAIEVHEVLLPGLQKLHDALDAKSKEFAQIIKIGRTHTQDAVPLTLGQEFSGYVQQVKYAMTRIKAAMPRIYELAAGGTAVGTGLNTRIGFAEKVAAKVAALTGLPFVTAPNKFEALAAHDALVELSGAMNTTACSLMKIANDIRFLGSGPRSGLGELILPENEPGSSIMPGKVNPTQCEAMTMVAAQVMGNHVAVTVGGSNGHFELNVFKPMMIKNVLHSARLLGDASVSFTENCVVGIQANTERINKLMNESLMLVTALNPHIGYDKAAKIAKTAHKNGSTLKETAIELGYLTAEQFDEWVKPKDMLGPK
B2AR arrestin ag = qHTS assay of beta-arrestin-biased ligands of beta2-adrenergic receptor: NCGC Sytravon Library Screen; Beta-2 adrenergic receptor (Homo sapiens), P07550; HTLA Tango cells, beta-arrestin recruitment, luciferase luminescence, 18 h; Potency, µM (top dose mostly 46.1 µM), for inactives: top-dose activation, hits mostly activators; 44,000 tested, under 10 active;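 also: potency is read from the fitted curve at half-maximal effect; 0% = DMSO and full agonism = EC100 isoproterenol or metaproterenol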
Target sequence (P07550 whole entry, looked up): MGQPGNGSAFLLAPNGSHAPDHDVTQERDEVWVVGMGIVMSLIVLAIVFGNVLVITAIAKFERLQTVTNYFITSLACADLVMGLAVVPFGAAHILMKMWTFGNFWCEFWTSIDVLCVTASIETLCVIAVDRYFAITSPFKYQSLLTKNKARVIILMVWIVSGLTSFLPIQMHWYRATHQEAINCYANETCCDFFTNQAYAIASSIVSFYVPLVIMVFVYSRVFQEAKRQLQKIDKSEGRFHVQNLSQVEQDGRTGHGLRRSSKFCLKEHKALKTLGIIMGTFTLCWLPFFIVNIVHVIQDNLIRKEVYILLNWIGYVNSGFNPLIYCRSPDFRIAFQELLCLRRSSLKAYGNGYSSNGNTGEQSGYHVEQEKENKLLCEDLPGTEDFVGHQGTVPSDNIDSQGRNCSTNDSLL
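First, Tango cells carrying beta2-AR and beta-arrestin fusions received compound up to 46 microM. After 18 hr at 37 degrees C, luciferase substrate was added for 15 minutes, then luminescence gave %Activity for curve fitting.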
Numbers without * were called inactive; ? = inconclusive; . = no result given; [ ] = another dose, or the depositor's remark. Calls follow the shape of the dose curve; as a rule, active = well fitted curve in the direction sought with a large enough effect; inconclusive = small, poorly fitted or top-dose-only effect, or another doubt; inactive = no such curve, though single readings can be large; an effect the other way counts as inactive or inconclusive. The list is partial, so the mix of outcomes need not match the whole.

item	Molecule	p53null 39C tox	PTAP-TSG101 blk	GALK inhibitor	NTMT1 inhibitor	p53null 32C tox	FH mod	B2AR arrestin ag
1	CCOC(=O)c1sc2ncn(CC(=O)Nc3cc(Cl)ccc3C)c(=O)c2c1C	32%[activator]	-3%	0%	-2%	8%	-12%	-2%
2	O=C(Nc1ccc(OC(F)(F)F)cc1)c1nc2ccccc2nc1N1CCCCC1	9%	-1%	1%	?	?	-17%	-1%
3	CCOc1ccc(CNC(=O)C2CCCCN2S(=O)(=O)c2ccc(F)cc2)cc1OC (stereo unspecified)	1%	0%	-1%	8%	-6%	-1%	1%
4	Cc1ccc(-n2ncc3c(N4CCCCC4)ncnc32)cc1	6.3µM*	-3%	0%	?	1.6µM*	25%	-2%
5	COc1ccc(Nc2nc3c(S(=O)(=O)c4ccccc4)nnn3c3ccc(Cl)cc23)cc1OC	-3%	0%	-1%	7%	-11%	1%	0%
6	COc1ccc(CN2CCc3nc(N4CCN(c5ccc(F)cc5)CC4)ncc3C2)c(OC)c1OC	19%	-1%	0%	1%	2%	-8%	1%
7	Cc1cccc(C)c1-n1ncc(C(=O)N2CCN(c3ccccn3)CC2)c1C1CCN(C(=O)OC(C)(C)C)CC1	-12%	2%	0%	0%	12%	3%	0%
8	COc1cccc(CNC(=O)CCn2cnc3ccccc3c2=O)c1	9%	2%	0%	6%	3%	-7%	-1%
9	CCOC(=O)c1nnn(C(CC)C(=O)Nc2c(C)cccc2C)c1C(=O)OCC (stereo unspecified)	18%	-1%	3%	-12%	1%	-14%	-1%
10	O=c1cc(N2CCN(c3ccc(F)cc3)CC2)[nH]c(=O)n1-c1cccc(Br)c1	-1%	1%	0%	-4%	7%	-7%	-1%
11	CCOc1ccccc1NC(=O)NCCn1c(=O)oc2ccc(C)cc21	5%	1%	-8%	5%	4%	-6%	0%
12	Cc1ccc2oc(-c3cccc(NC(=O)c4cccc5c(Cl)cccc45)c3)nc2c1	-13%	1%	0%	0%	8%	2%	-1%
13	CCCCn1c(SCC(=O)Nc2ccc(OCC)cc2)nc2ccsc2c1=O	-2%	-3%	-6%	2%	3%	-12%	1%
14	CCc1ccc(OCC(=O)Nc2ccc3oc(-c4ccc(OC)cc4)nc3c2)cc1	-9%	2%	0%	-6%	-5%	-1%	1%
15	CCc1nc2ccc(C(=O)N3CCN(c4cc(Cl)ccc4C)CC3)cc2nc1CC	-7%	3%	2%	-2%	17%	-28%	-3%
16	COC(=O)c1ccccc1NC(=O)CN(c1ccccc1OC)S(C)(=O)=O	-9%	3%	-1%	1%	-2%	4%	-1%
17	COC(=O)c1ccc(C2c3c(-c4ccccc4O)n[nH]c3C(=O)N2Cc2cccnc2)cc1 (stereo unspecified)	6%	2%	-13%	-4%	2%	-1%	0%
18	COc1cc(NC(=O)c2cc3nc(-c4ccc(C)cc4)cc(C(F)(F)F)n3n2)cc(OC)c1OC	11%	3%	0%	18%	3%	-10%	1%
19	CCOc1ccc(-n2nc3ccc(NC(=O)c4cccc(F)c4)cc3n2)cc1	-15%	2%	-2%	5%	1%	0%	0%
20	Cc1nc(Nc2ccc(Cl)cc2)cc(-c2ccccc2)n1	1%	-8%	0%	8%	8%	?	-3%

By substructure: those above with a thiophene ring, fused or not (two)
item	Molecule	p53null 39C tox	PTAP-TSG101 blk	GALK inhibitor	NTMT1 inhibitor	p53null 32C tox	FH mod	B2AR arrestin ag
1	CCOC(=O)c1sc2ncn(CC(=O)Nc3cc(Cl)ccc3C)c(=O)c2c1C	32%[activator]	-3%	0%	-2%	8%	-12%	-2%
13	CCCCn1c(SCC(=O)Nc2ccc(OCC)cc2)nc2ccsc2c1=O	-2%	-3%	-6%	2%	3%	-12%	1%

Carrying on.
item	Molecule	p53null 39C tox	PTAP-TSG101 blk	GALK inhibitor	NTMT1 inhibitor	p53null 32C tox	FH mod	B2AR arrestin ag
21	CCc1ccccc1NC(=O)CSc1ncc2c(n1)-c1ccccc1N(Cc1ccc(C)cc1)S2(=O)=O	-17%	1%	-1%	3%	-12%	8%	-1%
22	Cc1ccc2nc(CSc3nnc(NC(=O)COc4ccccc4)s3)cc(=O)n2c1	3%	-1%	?	-5%	-6%	-32%	0%
23	COc1ccc(S(=O)(=O)N(CCc2ccccc2)CC(=O)NCc2ccc(C)cc2)cc1	42%[activator]	0%	2%	3%	29%	-18%	0%
24	O=C(CCS(=O)(=O)c1cc(Br)cc2c1N(C(=O)C1CC1)CC2)N1CCN(c2ccc(F)cc2)CC1	-9%	0%	-9%	5%	8%	0%	0%
25	COc1ccccc1OCC(=O)N(Cc1ccc(N(C)C)cc1)CC1CCCO1 (stereo unspecified)	-9%	0%	5%	-2%	-7%	-15%	-2%
26	COc1cccc(NC(=O)Cn2c(=O)n(-c3cccc(OC)c3)c(=O)c3sc4ccccc4c32)c1	-12%	-3%	0%	14%	8%	-10%	0%
27	Cc1ccccc1NC(=O)c1ccc(F)c(S(=O)(=O)N(C)C2CCCCC2)c1	-2%	-1%	1%	-3%	5%	-15%	2%
28	O=C(Nc1cccc(Br)c1)N1CCC(CN2CCCCC2)CC1	-5%	0%	-2%	-6%	-1%	-8%	-1%
29	Cc1ccc(CCNC(=O)CN2C(=O)COc3ccc(S(=O)(=O)N4CCC(C)CC4)cc32)cc1	5%	-4%	3%	8%	12%	-8%	-1%
30	O=c1c2ccccc2n2c(-c3ccc(Cl)cc3)nnc2n1CCc1ccccc1	?	-7%	-1%	?	10%	-19%	-3%
31	COc1ccc(-c2noc(CN(C(=O)c3cc(OC)c(OC)cc3OC)C(C)C)n2)cc1	7%	-2%	-1%	15%	5%	0%	1%
32	COc1cccc(CC(=O)Nc2ccc(-c3nc4ccccc4s3)cc2Cl)c1	5%	-2%	1%	9%	-12%	-5%	-2%
33	COc1cc(-c2noc(-c3ccc(NC4CCCC4)c([N+](=O)[O-])c3)n2)cc(OC)c1OC	-14%	0%	-11%	8%	5%	-11%	-2%
34	Cn1nnnc1SCCNCc1ccccc1OCc1ccc(Cl)cc1Cl	?	-13%	7%	-14%	?	?	0%
35	COc1ccc(NC(=O)c2c(NC(=O)COc3ccccc3)sc3c2CCC(C(C)(C)C)C3)cc1 (stereo unspecified)	2%	-1%	0%	12%	1%	-6%	-1%
36	CCOc1cc(CN2CCN(S(=O)(=O)c3ccc(C)cc3)CC2)ccc1OC	-8%	-13%	-1%	-9%	-9%	-13%	-1%
37	O=C(CSc1nc(-c2ccc(F)cc2)[nH]c1-c1ccc(F)cc1)Nc1ccc2c(c1)OCCO2	-26%	-5%	2%	2%	6%	-19%	-2%
38	Cc1cc(Cl)ccc1NC(=O)CCS(=O)(=O)c1cc2c(cc1C)NC(=O)CO2	2%	5%	1%	6%	-12%	8%	-1%
39	Cc1cccc(N(C)c2nc3ccc(C)cc3n3nnnc23)c1	11%	1%	5%	.	-6%	.	0%
40	CCOc1ccccc1NS(=O)(=O)c1cc(-c2cnc(C3CC3)o2)ccc1C	-8%	0%	0%	2%	-7%	-27%	-1%
41	Cc1ccn2cc(-c3ccc(C)c(NS(=O)(=O)c4ccc(Cl)cc4)c3)nc2c1	?	6%	-4%	-8%	-4%	-32%	-1%
42	Nc1ccc(N2CCN(c3ncc(C(F)(F)F)cc3Cl)CC2)c(C(F)(F)F)c1	?	-1%	-4%	-15%	?	?	0%
43	CCC1CN(C(=O)Nc2cccc3c2CCCC3)c2cc(Cl)ccc2O1 (stereo unspecified)	?	-9%	1%	-3%	-7%	-16%	0%
44	COc1ccc(CCN2C(=O)N(c3cccc(C)c3)C(=O)C2CC(=O)Nc2ccccc2)cc1OC (stereo unspecified)	3%	-1%	1%	8%	6%	3%	0%
45	CCOC(=O)c1c(NC(=O)/C=C/c2ccc(C)cc2)sc(C(C)=O)c1C	-1%	0%	2%	19%	2%	-3%	0%
46	CCOC(=O)c1cc(OC(=O)c2ccc(OC)c(OC)c2)n(-c2ccccc2)n1	-10%	-1%	0%	-10%	3%	-5%	2%
47	CCCN1Cc2cccc(C(=O)Nc3ccccc3C(=O)OC)c2C1=O	-6%	-1%	9%	14%	-4%	5%	1%
48	CCOc1ccc(NC(=O)c2c(NCc3cccs3)sc3c2CCCCC3)cc1	10%	0%	0%	-17%	11%	-1%	0%
49	Cc1ccccc1CN1CCC(CNc2ncnc3onc(-c4ccc(Cl)cc4)c23)CC1	-15%	-5%	-1%	-13%	-4%	-15%	-1%
50	Cc1cccc(NC(=O)N2CCc3c(sc4c3CCCC4)C2c2ccc(F)cc2)c1 (stereo unspecified)	20%	-4%	-2%	-21%	-2%	-8%	-1%
51	O=C(NC1CCCCCC1)C1CCN(C(=O)N2CCOc3ccccc32)CC1	-18%	1%	3%	5%	-6%	3%	0%
52	C#CC(C)(CC)NC(=O)Cn1nnc(-c2ccc(OCc3ccccc3F)cc2)n1 (stereo unspecified)	-16%	-1%	-3%	-1%	1%	4%	1%
53	CCCCC(=O)Nc1c(C(=O)N2CCN(c3ccccc3)CC2)oc2ccccc12	?	-1%	2%	-14%	19%	-10%	-1%
54	COCCNC(=O)C1CCCN(S(=O)(=O)c2ccc3c(ccn3C)c2)C1 (stereo unspecified)	-8%	1%	-5%	21%	-1%	-9%	-1%
55	Cc1cc(C)cc(N2CCn3c2nc2c3c(=O)n(CCc3ccccc3)c(=O)n2C)c1	?	-4%	4%	3%	?	-11%	-1%
56	Cc1cccc(NC(=O)CSc2nc(-c3cccs3)nc3cc(=O)[nH]n23)c1	-5%	-3%	4%	.	1%	.	0%
57	COC(=O)c1c(C)sc(-c2c(-c3cccc(OC)c3)[nH]c3c2c(=O)[nH]c(=O)n3C)c1O	-8%	6%	0%	-5%	10%	14%	0%
58	Cc1ccc(-n2ncc(C(=O)NCCN3CCN(C)CC3)c2C2CCN(C(=O)OC(C)(C)C)CC2)cc1	-6%	-2%	-2%	17%	9%	7%	0%
59	O=C(CN1C(=O)C2(SCC(=O)N2c2cccc(F)c2)c2ccccc21)NCc1ccccc1Cl (stereo unspecified)	23%	-8%	-3%	6%	8%	-17%	0%
60	Cc1cc(C)c(NC(=O)Cn2cnc3c(oc4ccccc43)c2=O)c(C)c1	-2%	32%[activator]	-11%	-26%	0%	-4%	-1%
